NadD inh: inhibitors of S. aureus NadD, primary screen, biochemical, colorimetric, uHTS; purified NadD enzyme, colorimetric absorbance read-out; Nicotinate-nucleotide adenylyltransferase NadD (Staphylococcus aureus N315); inhibition, % at 20 µM; 0.78% of 360,000 active; in the data active = inhibition above about 26%; note: some compounds past the cut are filed as inactive
Rpn11 inh: Rpn11 (PSMD14) deubiquitinase inhibitors, primary screen, biochemical, fluorescence polarization, uHTS. human 26S proteasome, Ub4-pepOG fluorescence polarization; 20S core pre-blocked with epoxomicin. calls only at 20 µM. 0.59% of 360,000 active. AID 588493, 2011;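 active = inhibition at 20 µM, scaled to each plate's controls, above about 33%, limit read from the data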
Target sequence (O00487 whole entry, looked up): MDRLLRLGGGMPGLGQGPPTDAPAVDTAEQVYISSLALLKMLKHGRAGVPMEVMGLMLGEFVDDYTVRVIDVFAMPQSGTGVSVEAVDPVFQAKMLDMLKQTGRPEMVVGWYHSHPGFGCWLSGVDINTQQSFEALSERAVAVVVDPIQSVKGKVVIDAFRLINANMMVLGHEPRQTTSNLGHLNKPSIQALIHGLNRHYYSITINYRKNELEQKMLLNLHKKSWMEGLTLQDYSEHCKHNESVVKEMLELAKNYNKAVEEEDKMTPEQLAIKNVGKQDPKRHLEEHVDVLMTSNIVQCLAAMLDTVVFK
CSN inh: inhibitors of CSN-mediated cullin deneddylation, primary screen, biochemical, fluorescence polarization, uHTS. COP9 signalosome complex subunit 5 (Homo sapiens), Q92905. Purified CSN, SCF-Nedd8-OG deneddylation. inhibition, % at 12.5 µM. 0.38% of 360,000 active;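 active = pattern-corrected inhibition above about 35%, with an unprinted fluorescence ratio check between 0.5 and 1.5, limit read from the data, passing the limit was not always enough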;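 note: 0% = enzyme with substrate and 100% = substrate without enzyme; some results filed as inactive read as strong as hits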
Target sequence (Q92905 whole entry, looked up, one chain of several): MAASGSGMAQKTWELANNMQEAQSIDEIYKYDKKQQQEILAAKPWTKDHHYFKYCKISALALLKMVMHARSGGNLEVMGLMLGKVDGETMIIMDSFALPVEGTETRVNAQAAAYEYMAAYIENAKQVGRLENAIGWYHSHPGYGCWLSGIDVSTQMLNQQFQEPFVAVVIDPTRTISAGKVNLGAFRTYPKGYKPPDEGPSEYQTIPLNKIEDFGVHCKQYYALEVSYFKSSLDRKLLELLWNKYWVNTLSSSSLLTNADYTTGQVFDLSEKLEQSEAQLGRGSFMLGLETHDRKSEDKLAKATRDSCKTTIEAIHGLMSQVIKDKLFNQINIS
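assay system = purified human Csn5 enzyme expressed in HEK293T cells | amount = 0.24 nM enzyme | buffer or medium = Tris/NaCl/DTT buffer, pH 7.5 | reagent = 10 nM SCFSkp2-Nedd8OG | compound = one concentration, 12.5 µM, 0.25% DMSO | times = 90 min reaction at room temperature | signal = FP | read-out basis = % inhibition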
MLLE-PAM2 inh: inhibitors of PABP1 MLLE–PAM2 peptide binding, primary screen, biochemical, fluorescence polarization, FITC-PAM2, GST-MLLE | 0.36% of 360,000 active | AID 588489, 2011 | inhibition, % at 20 µM | Polyadenylate-binding protein 1 (Homo sapiens), P11940; in the data active = inhibition above about 35%, passing the limit was not always enough;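 note: plate controls were DMSO wells with GST-MLLE for no effect and wells lacking GST-MLLE protein for full effect; some results filed as inactive read as strong as hits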
SUMO1-SIM PPI: modulators of SUMO1 protein-protein interactions, primary screen, biochemical, uHTS; Small ubiquitin-related modifier 1 (Homo sapiens), P63165; SUMO1 binding to a labelled peptide, TR-FRET, 1 h; inhibition, % at 20 µM; 0.33% of 360,000 active; AID 602429, 2012; in the data active = inhibition above about 37%
Target sequence (P63165 whole entry, looked up): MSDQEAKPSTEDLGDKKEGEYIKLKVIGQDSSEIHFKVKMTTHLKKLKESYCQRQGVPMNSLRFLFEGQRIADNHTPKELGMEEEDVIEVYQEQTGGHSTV
STEP block: STEP phosphatase inhibitors, primary screen, biochemical, fluorescence intensity, uHTS; Tyrosine-protein phosphatase non-receptor type 5 (Homo sapiens), P54829; recombinant STEP, OMFP fluorogenic substrate; inhibition, % at 20 µM; 0.25% of 360,000 active; AID 588621, 2011;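 active = inhibition at 20 µM, scaled per plate between control wells, above about 37%, limit read from the data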;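 note: 0% = DMSO with enzyme and substrate and 100% = substrate only without enzyme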
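Assay system: isolated STEP enzyme. Buffer or medium: pH 6.0 Bis-Tris with DTT and Tween 20. Also added: fluorogenic phosphatase substrate OMFP at 25 µM final. Dosing: 20 µM, 1% DMSO. Timing: 20 min reaction, room temperature, in the dark. Measured by: fluorescence intensity, excitation 480 nm, emission 540 nm. Evaluation: normalized % inhibition.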
Scp1 inh: Scp-1 phosphatase inhibitors, primary screen, biochemical, colorimetric, uHTS; Carboxy-terminal domain RNA polymerase II polypeptide A small phosphatase 1 (Homo …; Recombinant Scp1, phosphopeptide, malachite green phosphate absorbance; inhibition, % at 20 µM; 0.88% of 340,000 active; AID 493091, 2011;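 active = inhibition above about 50% at 20 µM, limit read from the data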;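 note: plate controls were DMSO wells with enzyme for no effect and wells lacking enzyme for full effect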
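Test system – truncated SCP-1 phosphatase (76-261aa) · Reagent – Phosphorylated 17-residue peptide substrate · Incubation – 45 min room-temperature reaction, 5 min colour, 30 min stabiliser · Detection – colorimetric phosphate reagent with accelerator and stabiliser, absorbance at 630 nm · Measure – % inhibition at 20 µM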
LMPTP inh: LMPTP phosphatase inhibitors, primary screen, biochemical, fluorescence intensity, uHTS | 0.22% of 360,000 active | inhibition, % at 20 µM | AID 651560, 2012 | recombinant LMPTP-A, OMFP fluorogenic substrate | Low molecular weight phosphotyrosine protein phosphatase (Homo sapiens), P24666;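 active = compounds that cut the enzyme signal by at least half of the control window in the single-dose screen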;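 note: plate controls were DMSO wells with enzyme plus substrate for no effect and substrate without enzyme for full effect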
Target sequence (P24666 whole entry, looked up): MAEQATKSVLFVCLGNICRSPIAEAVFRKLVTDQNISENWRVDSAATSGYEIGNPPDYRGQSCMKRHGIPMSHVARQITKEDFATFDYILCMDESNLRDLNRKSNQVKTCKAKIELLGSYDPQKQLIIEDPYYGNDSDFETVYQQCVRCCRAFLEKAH
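Test system – LMPTP-A phosphatase enzyme · Quantity – 0.625 nM LMPTP-A final · Reagent – OMFP substrate, 400 µM final · Dosing – one test concentration per compound, 20 µM, with 3% DMSO overall · Timing – 50 min enzyme reaction at room temperature, protected from light · Detection – fluorescence intensity · Controls – substrate-only low control, DMSO enzyme-plus-substrate high control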
DNMT1 inh: human DNMT1 methyltransferase inhibitors, primary screen, biochemical, molecular beacon, fluorescence, HinP1I cleavage, uHTS | DNA (cytosine-5)-methyltransferase 1 (Homo sapiens), P26358 | inhibition (reported as % activation of signal), % at 10 µM | 0.83% of 360,000 active | AID 588458, 2011; in the data active = inhibition above about 50%
Tb MetRS inh: T. brucei MetRS inhibitors, primary screen, biochemical, luminescence. purified T. brucei MetRS, ATP depletion, Kinase-Glo luminescence. 0.4% of 360,000 active. inhibition, % at 11.9 µM;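 active = inhibition above a per-plate cutoff of the control wells' mean inhibition plus 3 SD, cut at about 5.5% in these data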;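 note: 0% = DMSO wells median and 100% = median of wells with control inhibitor compound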
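assay system = parasite MetRS enzyme | timing = 15 min preincubation, 2 h reaction, all 25 °C | evaluation = percent inhibition relative to median high and low control wells | medium = HEPES buffer containing pyrophosphatase, BSA, spermine, DTT | compound = single dose, 11.9 µM final nominal, 0.9% final DMSO | detection = Kinase-Glo luminescence, ATP depletion format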
The depositor's hits bear a star; i = inactive; . = not tested or not shown; + = active, no number. This is a random part of the collection; about 3.6% have a hit in one of these screens.

Order of values: DNMT1 inh, Tb MetRS inh, Scp1 inh, Rpn11 inh, STEP block, MLLE-PAM2 inh, CSN inh, NadD inh, SUMO1-SIM PPI, LMPTP inh
O=C(O)CCCNS(=O)(=O)c1ccc2c(c1)OCCCO2
  0.3, -0.5, -5.3, i, -2.6, 1.5, -6.3, -5.5, -0.5, -0.6
CCC(C(=O)NCCCN1CC(C)CC(C)C1)n1ncn2c(cc3occc32)c1=O (stereo not drawn)
  -0.2, -0.1, -0.9, i, 1.1, 6.9, -1.9, -5.7, -8.3, -1.5
CCc1ccc(NC(=O)c2cc(S(=O)(=O)N3CCCC3)ccc2F)cc1
  -1.1, -0.2, ., i, 1.7, -4.8, 0.5, -7.2, 3.9, 0.6
COc1cc2[nH]c(=O)n(CCC(=O)N3CCN(Cc4ccccc4)CC3)c(=O)c2cc1OC
  -1.6, -0.2, -12.6, i, 2.3, 2.4, -1.2, 2.1, 6.7, -0.5
CCCc1ccc(C(=O)NNc2ccccc2F)cc1
  -0.2, 0.2, -10.7, i, 0.8, 1.9, 2.1, 1.7, 2.7, 0.3
O=C(Nc1ccc2c(c1)CCC2)c1ccccc1Br
  -4.7, -0.4, -10.7, i, -0.7, -3.5, 3.7, 3.2, -2.8, 0.1
Cc1cccc(C(=O)Nc2cccc(OCC(=O)O)c2)c1
  0.3, -1.1, -7.3, i, -1.5, 13.0, -2.0, -3.9, 9.1, 0.2
CCC1CCCCN1Cc1nc(Cc2ccccc2Cl)no1 (stereo not drawn)
  -1.1, -1.1, -2.5, i, -1.0, 12.9, 4.5, -6.4, -2.5, -1.4
CN(C)CCN1C(=O)NC(C)(c2ccc([N+](=O)[O-])cc2)C1=O (stereo not drawn)
  -1.2, 0.1, -8.3, i, -2.6, 12.0, -8.4, -2.3, -10.0, 0.1
CCOC(=O)N1CCC(n2c(SCC(=O)Nc3nccs3)nc3ccsc3c2=O)CC1
  0.8, -0.8, 2.8, i, 1.8, 0.6, 1.7, 0.0, 0.7, -1.0
O=C(NCc1ccc(F)cc1)C1CCN(S(=O)(=O)N2CCCCC2)CC1
  2.3, 0.0, -4.1, i, -1.3, -0.4, 2.3, -1.4, 0.3, -0.9
Cn1c(N)c(C(=O)COC(=O)c2ccc(Cl)nc2)c(=O)n(C)c1=O
  2.2, -0.7, -10.4, i, -1.5, -2.9, -4.3, -5.8, 2.0, -0.1
CC(C)(C)C(=O)/C=c1\[nH]c(=O)/c(=C\c2ccc(F)cc2)s1
  -1.1, 0.2, -7.5, i, 2.7, 9.4, -2.5, -3.7, -19.5, 2.4
C/C(=N\NC(=O)c1cccnc1)c1nnn(-c2nonc2N)c1C
  -1.2, 0.0, -8.1, i, -3.1, 8.1, -5.3, 2.3, -0.7, -0.5
O=C(NCc1ccccc1)NC1(C(=O)N2CCN3CCCC3C2)CCCCC1 (stereo not drawn)
  3.4, -0.9, -6.9, i, -9.3, 10.0, 3.2, -6.3, -4.3, -4.0
CCOC(=O)C1CCCN(C2=NC(=O)/C(=C/c3ccc(OC)cc3OC)S2)C1 (stereo not drawn)
  0.4, -0.5, -4.0, i, 17.8, 22.1, 4.7, -0.5, -14.4, 1.4
Cc1ccccc1C(=O)Nc1nnc(-c2cccnc2)o1
  0.0, -1.3, -4.2, i, 0.4, 10.2, -4.0, 5.7, -2.9, -0.9
CC(=O)C1=C(C)NC(=O)NC1c1cccc([N+](=O)[O-])c1O (stereo not drawn)
  0.9, 0.7, 0.1, i, -0.9, 12.2, 1.0, -1.9, -16.5, -0.9
CN(C)c1ccc(/C=N/NC(=O)C(=O)/C=C2\NC3(CCCC3)Cc3ccccc32)cc1
  -11.1, 0.0, -2.1, i, 3.4, 3.0, -0.7, 27.2, -11.8, 7.5
Cc1ccc(S(=O)(=O)N2CCOCC2)cc1C(=O)N1CCOCC1
  0.3, -0.8, -0.7, i, -0.4, 12.9, -0.1, -0.6, 2.1, -1.5
CCc1ccc(C(=O)NCc2cnn(C)c2)s1
  3.0, -0.3, -6.1, i, 0.4, -3.2, -7.8, -3.5, -0.1, -2.0
O=C(COc1ccccc1Cl)Nc1cccc(S(=O)(=O)NC2=NCCCCC2)c1
  0.4, 0.9, 1.4, i, 0.3, -47.7, -1.4, 0.6, 7.3, -1.3
Cc1ccc(OCCNC(=O)c2ccc(C)cc2)cc1
  0.6, -2.0, -9.7, i, -1.5, 9.6, 1.3, 3.4, 5.8, 1.0
COc1ccc(C(=O)COC(=O)c2nn(C)c(=O)c3ccccc23)c(OC)c1
  3.5, -0.7, 7.4, i, -0.2, -2.3, 3.2, -6.9, 8.4, 0.5
Cc1ccc(C(=O)Nc2ccc(S(=O)(=O)Nc3ncccn3)cc2)cc1[N+](=O)[O-]
  -1.2, -0.7, 0.8, i, 0.1, 10.4, -6.8, -4.2, -14.8, -2.3
NC1=NC(=O)/C(=C/c2cccs2)S1
  2.4, 0.1, -2.7, i, 1.1, -10.7, -2.2, 1.7, -28.1, 0.5
C#Cc1ccc(NC(=O)C2(C)CCN2C(=O)Cc2ccc(C(C)C)cc2)cc1 (stereo not drawn)
  -2.3, -0.2, ., i, -1.3, 3.4, 3.6, 0.3, 7.5, 3.8
Cc1ccccc1N=CC1=C(O)c2ccccc2C1=O
  -0.1, -0.1, -10.6, i, -2.0, 1.1, -2.9, -1.3, -31.2, -0.2
O=C(NCc1ccc2c(c1)OCO2)c1cc(-c2ccccn2)nc2ccccc12
  0.1, 0.5, -4.2, i, 2.6, -7.3, 1.0, 3.8, -12.0, -0.3
CCOC(=O)c1sc2nc3c(SCC(=O)O)cc(C(=O)c4cc(F)ccc4O)cn3c(=O)c2c1C
  35.3, -1.3, 41.7, +, 14.8, -18.9, 75.8*, 33.3*, 30.0, 31.5

Further structures follow.
Order of values: DNMT1 inh, Tb MetRS inh, Scp1 inh, Rpn11 inh, STEP block, MLLE-PAM2 inh, CSN inh, NadD inh, SUMO1-SIM PPI, LMPTP inh
CCc1ccc(-c2cc(C)no2)cc1S(=O)(=O)N1CC(=O)Nc2ccccc21
  -2.9, -0.7, -8.2, i, -1.6, 3.8, 4.8, -4.7, 0.0, 0.2
CCn1c2ccccc2c2cc(CC(N)=O)ccc21
  1.7, -1.2, -10.9, i, -1.8, -4.5, 0.9, -6.3, 2.5, -0.3
COc1ccc(CN(C)C(=O)CNC(=O)c2cccs2)c(OC)c1
  1.6, 0.2, -8.6, i, 0.3, -4.0, 0.2, -4.5, 3.1, -1.4
O=C(c1ccc2c(c1)CCC2)N1CCN(Cc2ccccc2)CC1
  2.5, -0.1, ., i, -1.9, 12.3, 2.7, -0.8, -1.0, 0.4
COc1cccc(/C=N/NC(=O)c2c(-c3ccccc3)noc2C)c1OC
  -0.7, 0.1, -8.3, i, -2.0, -8.3, 1.8, 1.0, -0.8, -0.7
COc1cc(OC)cc(-c2noc([C@@H]3O[C@H](CO)[C@@H](O)[C@H]3O)n2)c1
  0.8, -0.2, ., i, 1.3, -1.4, 0.2, 0.7, 4.3, -0.9
CC(C)C(=O)Nc1ccc2c(c1)nc1n2CCSC1
  -4.5, -0.9, -7.0, i, 2.3, 11.6, 0.4, 0.2, -0.8, -1.1
CCOC(=O)C(C)Oc1cccc2c(=O)n(CC(=O)Nc3cccc(OC)c3)ccc12 (stereo not drawn)
  2.6, -0.1, 16.8, i, 1.2, 37.8, 0.2, -2.2, 8.6, -0.7
CC1Cn2c(nc(=O)c3c2NCN(CCc2ccccc2)C3)S1 (stereo not drawn)
  -0.2, 0.0, -14.1, i, -0.6, 0.0, 4.0, -3.0, -0.3, -1.0
COC(=O)C(Cc1ccccc1)NC(=O)CCc1c[nH]c2ccccc12 (stereo not drawn)
  -0.9, -0.2, -15.9, i, 3.6, -5.0, -0.1, -7.9, 0.7, -0.3
O=[N+]([O-])c1ccc(COc2ccccc2/C=N/O)cc1
  -1.3, 1.0, -1.2, i, 0.8, -12.7, -7.2, 4.9, -14.4, 0.0
NS(=O)(=O)c1ccc(N/C=C\C(=O)c2cccc3ccccc23)cc1
  -17.4, -0.1, -5.3, i, -1.2, -11.6, 0.7, 1.3, -20.1, 1.5
Clc1ccc(CN2CCCCCC2)cc1Cl
  -1.2, -0.5, -7.3, i, 0.0, 4.5, 4.8, -1.4, 2.7, -0.9
CCN(CC)c1ccc(NC(=S)NC(=O)c2ccco2)cc1
  -5.1, -0.1, -0.7, i, -2.1, 31.1, -1.6, -5.3, -11.8, -0.1
Cc1nnc(NC(=O)C2CC(=O)N(c3ccc4c(c3)OCCO4)C2)s1 (stereo not drawn)
  5.7, -0.3, 1.2, i, -1.8, 11.9, 3.2, -12.6, -4.2, 0.1
Cc1ccc(CC(=O)N2CCN(c3ccccc3F)CC2)cc1
  -0.5, -0.1, -8.1, i, -2.9, -9.6, 1.8, -1.7, 0.9, -0.4

Exported bar-delimited: entries from further up.
Structure | DNMT1 inh | Tb MetRS inh | Scp1 inh | Rpn11 inh | STEP block | MLLE-PAM2 inh | CSN inh | NadD inh | SUMO1-SIM PPI | LMPTP inh
CCc1ccc(-c2cc(C)no2)cc1S(=O)(=O)N1CC(=O)Nc2ccccc21 | -2.9 | -0.7 | -8.2 | i | -1.6 | 3.8 | 4.8 | -4.7 | 0.0 | 0.2
CCn1c2ccccc2c2cc(CC(N)=O)ccc21 | 1.7 | -1.2 | -10.9 | i | -1.8 | -4.5 | 0.9 | -6.3 | 2.5 | -0.3
COc1ccc(CN(C)C(=O)CNC(=O)c2cccs2)c(OC)c1 | 1.6 | 0.2 | -8.6 | i | 0.3 | -4.0 | 0.2 | -4.5 | 3.1 | -1.4
